Source: PubChem
HT1080 IDH1KD tx: qHTS for induction of synthetic lethality in tumor cells producing 2HG: qHTS for the HT-1080-IDH1KD cell line. Potency, µM (highest dose often 46.1 µM), inactives show top-dose activity, negative = toxicity, hits mostly cytotoxic. HT-1080 IDH1 knockdown viability, ATP luminescence, 48 h. actives 2% (n = 360,000);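 also: potency is read from the fitted curve at half-maximal effect; 0% = DMSO wells and -100% = cell-free medium wells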
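Viability of IDH1-knockdown HT-1080 fibrosarcoma cells was assessed by CellTiter-Glo after 48 h at 37 °C with titrated compound; concentration-effect curves were classified by fit quality and response size.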
IL1B secr inh: qHTS for Inhibitors of Inflammasome Signaling: IL-1-beta AlphaLISA Primary Screen. AID 743279, 2014. actives 4.7% (n = 360,000). activity change, % at 57.5 µM. THP-1 LPS/ATP IL-1B secretion, AlphaLISA, 16 h; hits give low values; in the data active = activity change below about -50%; inconclusive = mostly about -30% to -49%; also: % is scaled to controls: 0 for no effect and ±100 for the full control effect
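THP-1 cells pretreated 1 hr with compounds (up to 57.5 uM final), then stimulated with LPS (250 ng/mL final) plus ATP (1.25 mM final); secreted IL-1B measured by AlphaLISA after 16 hr, decreased signal indicating inhibition.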
KB-3-1 tox: qHTS assay for MDR1-selective chemotherapeutics: Primary screen using the parental adenocarcinoma cell KB-3-1; AID 1347075, 2019; Potency, µM (top dose mostly 46.1 µM), inactives show top-dose activity change, negative = cytotoxic, actives largely listed as cytotoxic; KB-3-1 viability, CellTiter-Glo ATP luminescence, 72 h; actives 1.4% (n = 400,000); also: potency is read from the fitted curve at half-maximal effect; % is scaled to controls: 0 for no effect and ±100 for the full control effect; nearly all actives have a fitted effect of over 60% in size
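72 h, 37 °C compound treatment of KB-3-1 parental cells; CellTiter-Glo added, 10 min, luminescence read. Data corrected against DMSO-only plates and normalized before curve fitting.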
MCF10A rerep: A quantitative high throughput screen for small molecules that induce DNA re-replication in MCF 10a normal breast cells | MCF 10A DNA re-replication, Hoechst nuclear intensity, 48 h | Potency, µM (doses to about 46.1 µM), without a hit: top-dose activity, positive = re-replication, hits mostly activators | actives 2.9% (n = 350,000); also: potency is read from the fitted curve at half-maximal effect; % of control where 0% means no effect; nearly all actives have a fitted effect of over 50% in size
SW480 rereplic: A quantitative high throughput screen for small molecules that induce DNA re-replication in SW480 colon adenocarcinoma cells. AID 624297, 2012. SW480 DNA re-replication, Hoechst DNA content imaging, 48 h. actives 1.8% (n = 340,000). Potency, µM (titrated, usually from 46.1 µM), for the others: at the top dose re-replication activation, actives largely listed as activators; also: potency is read from the fitted curve at half-maximal effect; % of control where 0% means no effect; nearly all actives have a fitted effect of over 55% in size
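Per well, 250 cells were exposed to pinned compound for 48 hr. Nuclear DNA was visualised with Hoechst (40 min, 37 C) and total object intensity recorded by fluorescence scanning.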
ATXN2 expr inh: Primary qHTS for Inhibitors of ATXN expression. HEK-293 ATXN2-luciferase reporter, luminescence, 24 h. Potency, µM (series often up to 57 µM), for inactives: at the top dose activity change, negative = inhibition, hits mostly inhibitors. actives 0.72% (n = 360,000); also: potency is read from the fitted curve at half-maximal effect; % is scaled to controls: 0 for no effect and ±100 for the full control effect; nearly all actives have a fitted effect of over 55% in size
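ATXN2-luciferase reporter cells (luciferase flanked by upstream and downstream ATXN2 gene portions) were treated 24 h at 37 °C with compounds at up to 57 uM. SteadyGlo luminescence gave expression; GF-AFC fluorescence gave viability.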
HepG2 viability: qHTS for Inhibitors of TGF-b: Cytotox Counterscreen; HepG2 CAGA-GFP viability, ATP luminescence, 18 h; Potency, µM (series often up to 46.1 µM), inactives show at the top dose activity change, negative = cytotoxicity, hits mostly cytotoxic; actives 0.76% (n = 410,000); also: potency is read from the fitted curve at half-maximal effect; some results filed as inactive show a strong effect at the top dose
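CellTiter-Glo luminescence gave cytotoxicity after 18 hours at 37 degrees C. The cells were HepG2 CAGA-GFP in 1% FBS DMEM, stimulated with 500 pg/mL TGF-beta after compound addition. %Activity was normalised to no-cell wells (complete cell-killing) and DMSO (no toxicity), and curves were fitted and classified.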
ATXN viability: Viability Counterscreen for Primary qHTS for Inhibitors of ATXN expression; S2 cells (HEK-293 line with an ATXN2-luciferase reporter) viability, CellTiter-Fluor protease fluorescence, 24 h; Potency, µM (highest dose often 56.7 µM), actives largely listed as cytotoxic; actives 0.49% (n = 400,000); AID 651635, 2014; also: potency is read from the fitted curve at half-maximal effect; nearly all actives have a fitted effect of over 40% in size
HT1080NT lethal: qHTS for induction of synthetic lethality in tumor cells producing 2HG: qHTS for the HT-1080-NT fibrosarcoma cell line; HT-1080-NT fibrosarcoma viability, CellTiter-Glo ATP luminescence, 48 h; Potency, µM (highest dose often 46.1 µM), for inactives: at the top dose activity, negative = less viability, most hits filed as cytotoxic; actives 1.6% (n = 360,000); AID 686970, 2013;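 also: NT is the 2HG producing partner of a matched IDH1 knockdown line; potency is read from the fitted curve at half-maximal effect; 0% = DMSO-treated cells and -100% = media-only wells without cells; nearly all actives have a fitted effect of over 55% in size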
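HT-1080-NT fibrosarcoma cells (2HG-overproducing), 750 cells/well in RPMI with 5% FBS, dosed after 2 h and incubated 48 h at 37C. CellTiter-Glo luminescence normalized to DMSO and no-cell wells; concentration-response curves fitted and classed.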
An asterisk follows results filed as active; i = inactive; ? = inconclusive; / = no result given; & = joins results of further samples; ! = repeats disagree; [ ] = another dose, or the depositor's remark. Unless noted, calls follow the shape of the dose curve; as a rule, active = well fitted curve in the direction sought with a large enough effect; inconclusive = small, poorly fitted or top-dose-only effect, or another doubt; inactive = no such curve, though single readings can be large; an effect the other way counts as inactive or inconclusive.

SMILES | HT1080 IDH1KD tx | IL1B secr inh | KB-3-1 tox | MCF10A rerep | SW480 rereplic | ATXN2 expr inh | HepG2 viability | ATXN viability | HT1080NT lethal
CC(C)CN(C(=O)COC(=O)c1ccc([N+](=O)[O-])o1)C1CCS(=O)(=O)C1 (stereo unspecified) | -2% | 0 | 0% | ? | -1% | -4% | -14% | i | -3%
CCOC(=O)C1CCN(C(=O)C2(NC(=O)Nc3cccc(F)c3)CCCCC2)CC1 | 21% | ? | 2% | -2% | -3% | -24% | -10% | i | 19%
c1ccc(N=C2SCCCS2)cc1 | -7% | 1 | -18% | / | / | / | -2% | i | -4%
CCCC(=O)N1CCC1(C)C(=O)NS(=O)(=O)c1ccc(F)cc1F (stereo unspecified) | -1% | 10 | 0% | / | / | -8% | -14% | i | -2%
Cc1cccc(N(C(=O)c2nsc(Cl)c2Cl)C(C(=O)NC2CCCC2)c2ccc(O)cc2)c1C (stereo unspecified) | -14% | -73* | ? | 17% | ? | ? | 6% | / | -2%
O=C(Nc1cccnc1)OC1CCCC1 | 20% | 0 | -2% | -3% | 3% | / | 2% | i | 12%
Cc1onc(-c2ccc(Cl)cc2)c1-c1ccnc(SCC(=O)Nc2cc(Cl)cc(Cl)c2)n1 | 0% | -13 | -18% | 5% | 1% | -17% | 1% | i | -5%
CN(Cc1ccccc1)C(=O)CN(c1ccc(F)cc1)S(=O)(=O)c1ccc2c(c1)OCCO2 | -7% | -10 | -16% | -5% | -3% | 5% | 9% | i | -10%
CCC(OCC(O)CN1CCN(CCN2C(=O)c3cccc4cccc(c34)C2=O)CC1)c1ccccc1 (stereo unspecified) | -23% | -92* | -28% | 1% | -5% | ? | 1% | ? | -13%
COc1ccc(OC)c(CCNC(=O)CC2Oc3ccccc3NC2=O)c1 (stereo unspecified) | 8% | -9 | -3% | 14% | 1% | 1% | -3% | i | 0%
Cc1cc(C)n2c(Nc3c(C)cccc3C)c(CC(C)C)nc2n1 | ? | -4 | -21% | / | / | -12% | / | ? | -30%
CCOc1ccc2nc(Cl)c(C3CC(c4ccccc4)=NN3C(=O)CCC(=O)O)cc2c1 (stereo unspecified) | / | / | 2% | / | / | 15% | -5% | i | /
Cc1ccc(S(=O)(=O)N2CCN(C(=O)C(C)Cn3cncn3)CC2)cc1C (stereo unspecified) | -12% | -3 | -3% | -6% | -7% | 9% | 8% | i | 0%
COc1cccc(C(C(=O)NC(C)(C)C)N(Cc2ccc(F)cc2)C(=O)CCC(=O)Nc2cc(C)on2)c1OC (stereo unspecified) | -8% | 0 | 2% | -2% | 1% | -20% | -8% | ? | -23%
O=C(CCn1ccc2cc(S(=O)(=O)N3CCCC3)ccc21)NCc1ccccc1F | -1% | 14 | -5%&-7% | ? | -32% | 0% | 46%&-2% | i | 0%
Cc1cccc(Nc2c([N+](=O)[O-])ccc3nonc23)c1C | ? | 8 | 0% | 0% | -4% | 8% | 6% | i | 21%
COc1ccc(NC(=O)c2ccccn2)cc1S(=O)(=O)N1CCOCC1 | -2% | -15 | -4% | 29% | -7% | -3% | -1% | i | -5%
COCC(O)CSc1c([N+](=O)[O-])nc(C)n1Cc1ccc(OC)c([N+](=O)[O-])c1 (stereo unspecified) | 6% | 9 | 10% | 3% | 1% | 4% | 7% | i | 4%
Cn1c(=O)c2ccccc2n2c(CCl)nnc12 | ? | -17 | ? | ? | 16µM* | 1% | -1% | ? | ?
O=C(O)CCC(=NNC(=O)c1cccc(S(=O)(=O)N2CCCCC2)c1)c1ccccc1 | 2% | 1 | 14% | 24% | -23% | -2% | -1% | i | 0%
Cc1cccc(N(Cc2ccccc2)C(=O)c2cc(S(=O)(=O)N3CCOCC3)ccc2F)c1 | -14% | -20 | -11% | 5% | -94%[inhibitor] | ? | 1% | i | -19%
Cc1ccc(NC(=O)c2cc(S(=O)(=O)N3CCOCC3)cn2C)cc1F | 2% | -3 | -5% | -2% | -4% | -4% | 4% | i | 29%
O=C(NC1CCCC1)c1ccc(CSc2nc3cccnc3n2Cc2cccc(F)c2)cc1 | / | / | -9% | / | / | ? | -35% | ? | /
CCCCCNC(=O)c1ccc2c(=O)n(CCOC)c(=O)[nH]c2c1 | 4% | -3 | 18% | -10% | -2% | 6% | 10% | i | 3%
CN(C)C(=O)COn1c(SCC(=O)N(C)C)nc2ccccc2c1=O | 3% | 9 | 2% | 2% | -4% | 1% | -5% | ? | -1%
COc1cc(NC(=O)C2(C)CCN2C(=O)C(C)C)cc(OC)c1OC (stereo unspecified) | ? | 49 | 0% | / | / | 15% | -4% | i | 16%
CN1CCN(Cc2nc3ccccc3c(=O)n2Cc2nc(-c3ccc4ccccc4c3)cs2)CC1 | 3.7µM* | -95* | ? | ? | 12µM* | ? | 16µM*! | / | 5.8µM*
COCC(=O)N[C@H]1CC[C@@H](CC(=O)OC)O[C@@H]1CO | 9% | 35 | 5% | / | / | / | / | / | 22%
COc1ccc(S(=O)(=O)N2CCN(C)CC2)cc1C(=O)Nc1ccccc1 | 6% | 3 | -4% | -1% | 1% | 1% | -5% | i | 15%
CSc1ncccc1C(=O)OCC(=O)NC1CCC(C)CC1 (stereo unspecified) | 0% | 0 | 1% | -4% | -4% | / | -12% | i | 11%

2 records drawn at random from the list so far, as already listed:
SMILES | HT1080 IDH1KD tx | IL1B secr inh | KB-3-1 tox | MCF10A rerep | SW480 rereplic | ATXN2 expr inh | HepG2 viability | ATXN viability | HT1080NT lethal
Cc1ccc(S(=O)(=O)N2CCN(C(=O)C(C)Cn3cncn3)CC2)cc1C (stereo unspecified) | -12% | -3 | -3% | -6% | -7% | 9% | 8% | i | 0%
CSc1ncccc1C(=O)OCC(=O)NC1CCC(C)CC1 (stereo unspecified) | 0% | 0 | 1% | -4% | -4% | / | -12% | i | 11%

The listing picks up, repeating the 2 entries before the break.
SMILES | HT1080 IDH1KD tx | IL1B secr inh | KB-3-1 tox | MCF10A rerep | SW480 rereplic | ATXN2 expr inh | HepG2 viability | ATXN viability | HT1080NT lethal
COc1ccc(S(=O)(=O)N2CCN(C)CC2)cc1C(=O)Nc1ccccc1 | 6% | 3 | -4% | -1% | 1% | 1% | -5% | i | 15%
CSc1ncccc1C(=O)OCC(=O)NC1CCC(C)CC1 (stereo unspecified) | 0% | 0 | 1% | -4% | -4% | / | -12% | i | 11%
Cc1cc(N2C(=O)C(O)=C(C(=O)c3cc4ccccc4o3)C2c2ccc([N+](=O)[O-])cc2)no1 (stereo unspecified) | 0% | -7 | 4% | 1% | 2% | / | 5% | i | 3%
Cc1ccc(S(=O)(=O)N(CCCN2CCCC2=O)Cc2cc3c(C)ccc(C)c3[nH]c2=O)cc1 | 9% | -2 | -5% | 1% | 0% | -9% | -21% | i | 14%
COc1cccc(N2CCN(CC(=O)c3c(C)[nH]c4ccccc34)CC2)c1 | ? | -5 | -30% | 23% | -2% | -5% | -16% | i | ?
CCCN(CCC)S(=O)(=O)c1ccc(C(=O)N2CC3CCC(CC3)C2)cc1 | 14% | 9 | -5% | ? | -8% | 14% | -2% | i | 7%
NNC(=O)CN1CCCc2ccccc21 | 0% | 2 | 9% | 6% | 0% | 73%[activator] | -16% | i | -7%
CC(=O)[C@@H]1[C@@H](C(=O)c2ccccc2)[C@]2(C(=O)Nc3ccccc32)[C@H]2C=Cc3cc(F)ccc3N12 | -18% | 0 | ? | 21µM* | ? | 1% | -11% | i | -25%
CC(C(=O)OCC(=O)c1cccc([N+](=O)[O-])c1)N1C(=O)C2C3CCC(C3)C2C1=O (stereo unspecified) | 0% | 11 | 11% | -1% | 13% | 0% | -3% | i | 5%
Cc1cc(C(=O)Nc2ccc(Cl)cc2)on1 | ? | -4 | 17% | 2% | 3% | 3% | 1% | i | ?
COc1ccc(CC(=O)N(C)Cc2ccc(Cl)cc2)cc1S(=O)(=O)N1CCOCC1 | 0% | -6 | 0% | 0% | -21% | -4% | -1% | i | -2%
O=C(CN1CCOCC1)Nc1nc2ccc(F)cc2s1 | -2% | 36 | -4% | 15% | -8% | 31% | -2% | i | -3%

3 structures out of the list, ordered by molecular weight, lowest first.
SMILES | HT1080 IDH1KD tx | IL1B secr inh | KB-3-1 tox | MCF10A rerep | SW480 rereplic | ATXN2 expr inh | HepG2 viability | ATXN viability | HT1080NT lethal
Cc1cc(C(=O)Nc2ccc(Cl)cc2)on1 | ? | -4 | 17% | 2% | 3% | 3% | 1% | i | ?
O=C(CN1CCOCC1)Nc1nc2ccc(F)cc2s1 | -2% | 36 | -4% | 15% | -8% | 31% | -2% | i | -3%
COc1cccc(N2CCN(CC(=O)c3c(C)[nH]c4ccccc34)CC2)c1 | ? | -5 | -30% | 23% | -2% | -5% | -16% | i | ?
